# Compound activity (PubChem)
# Mdm2 MdmX PPI: human Mdm2/MdmX binding inhibition | 330,000 tested, 3% active | O15151+Q00987 | inhibition, % at 8 µM | SaOS-2 split-luciferase Mdm2/MdmX complementation, luminescence | AID 485346;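 active = inhibition of at least 50% at 8 µM in the primary screen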
# tim23-1 inh: tim23-1 yeast growth inhibition; S. cerevisiae tim23-1 growth, BacTiter-Glo luminescence, 24 h; inhibition, % at 20 µM; 330,000 tested, 1.3% active;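 active = growth inhibition of the mutant yeast at or above 50%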;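 note: temperature-sensitive mutant grown at 25 °C; plate controls were DMSO-treated mutant yeast for no effect and medium wells lacking yeast for full effect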
# tim10-1 inh: inhibits growth of tim10-1 mutant yeast; AID 463190; 330,000 tested, 2.2% active; S. cerevisiae tim10-1 ts strain growth, BacTiter-Glo, 24 h; inhibition, % at 20 µM;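 active = inhibition of at least 40%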;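 note: mutant grown at 25 °C; 0% = DMSO wells with yeast and 100% = wells holding no yeast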
# XBP1 UPR activ: adaptive UPR (XBP1) activation; 330,000 tested, 0.33% active; CHO-XBP1 luciferase reporter, IRE1-XBP1 UPR activation, luminescence; percent of tunicamycin response, DMSO as zero; activation, % at 20 µM;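 active = versus positive control, 20 µM dose yields 30% or more activation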;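 note: 100% = tunicamycin at 10 µg/mL and 0% = DMSO only wells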
#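 Material: CHO cell line with stable XBP1 luciferase reporter; schedule: 16-18 h cell attachment at 37 °C, then 6 h compound exposure; signal: glow luminescence from Steady-Glo reagent; medium: serum-containing F12 medium, 10% FBS; benchmarks: tunicamycin 10 µg/mL and vehicle-only wells; read-out: percent activation relative to tunicamycin reference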
# TIM10 inh: TIM10 yeast growth inhibition; S. cerevisiae TIM10 strain growth, BacTiter-Glo luminescence, 24 h; inhibition, % at 10 µM; 330,000 tested, 1.4% active; AID 463195;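 active = inhibition of 40% or more at the single tested concentration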;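 note: wild-type TIM10 isogenic control strain grown at permissive 25 °C; 0% = DMSO yeast wells and 100% = minimal medium wells without yeast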
# APJ agonist: activates the human apelin receptor APJ | CHO-K1 APJ PathHunter beta-arrestin, luminescence; 0% DMSO wells, 100% apelin | 330,000 tested, 0.11% active | activation, % at 20 µM | P35414;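 active = activation more than six SD over the plate average, tested at 20 µM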;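 note: 0% = DMSO alone and 100% = apelin-13 at 10 nM; some results filed as inactive read as strong as hits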
# Target sequence (P35414 whole entry, looked up): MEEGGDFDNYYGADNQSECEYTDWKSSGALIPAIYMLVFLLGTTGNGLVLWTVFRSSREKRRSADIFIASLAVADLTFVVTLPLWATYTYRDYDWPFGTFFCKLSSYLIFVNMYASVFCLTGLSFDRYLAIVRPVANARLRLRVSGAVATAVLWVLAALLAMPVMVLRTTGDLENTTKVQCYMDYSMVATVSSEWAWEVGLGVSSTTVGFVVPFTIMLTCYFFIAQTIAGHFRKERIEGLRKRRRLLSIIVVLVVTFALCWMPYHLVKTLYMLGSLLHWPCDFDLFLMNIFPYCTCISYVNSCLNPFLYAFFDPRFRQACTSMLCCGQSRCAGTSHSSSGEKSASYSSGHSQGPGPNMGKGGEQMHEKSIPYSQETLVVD
#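 Test system – PathHunter CHO-K1 APJ (AGTRL-1) beta-arrestin reporter cells · Input – 1000 cells/well · Compound – single test compound dose, 20 µM final, 1% DMSO · Times – compound stimulation 90 min at 25 °C, detection 60 min · Technique – beta-gal luminescence · Read-out basis – APJ–arrestin association signal · Control set – negative DMSO alone, positive Apelin-13 at 10 nM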
# NLRP3 yeast inh: inhibitors of NALP3 inflammasome in yeast; Yeast reconstituted NLRP3/ASC/caspase-1, beta-gal luminescence, 24 h; inhibition, % at 10 µM; 330,000 tested, 0.39% active;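 active = inhibition of 50% or more; inactive = inhibition below 50%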;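 note: plate controls were induced DMSO wells for no effect and uninduced yeast grown without galactose for full effect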
# NR3A LBD binder: modulators (binders) of human NR3A ligand-binding domain; NR3A LBD differential scanning fluorimetry, Tm shift; 0% = protein alone, 100% = glycine-bound protein; Tm shift relative to glycine control, % at 25 µM; 340,000 tested, 2.5% active;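 active = melting temperature shift of at least 10% of the positive control shift, at one fixed dose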
# UPR CHOP act: apoptotic UPR (CHOP) activation | CHO-CHOP luciferase reporter, luminescence; percent of tunicamycin response over DMSO baseline | activation, % at 10 µM | 330,000 tested, 0.34% active;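 active = at 10 µM dose, activation of 40% or more, normalized to positive control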;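 note: 100% = tunicamycin at 10 µg/mL and 0% = DMSO alone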
#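 System: CHO-CHOP luciferase reporter cell line; amount: 500 cells/well; buffer or medium: F12 medium containing 10% fetal bovine serum; incubation: 6 h compound exposure at 37 °C after overnight seeding; measured by: luciferase luminescence after 10 min with Steady-Glo reagent; evaluation: % reporter activation, DMSO baseline versus tunicamycin full activation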
# * hit, by the source's call.
# Under each structure – Mdm2 MdmX PPI	tim23-1 inh	tim10-1 inh	XBP1 UPR activ	TIM10 inh	APJ agonist	NLRP3 yeast inh	NR3A LBD binder	UPR CHOP act
O=C(COC(=O)c1cc([N+](=O)[O-])ccc1N1CCOCC1)Nc1ncc(Cl)cc1Cl
  1	0	9	-4	6	2	18	-1	1.0
Cc1cc(C)c2sc(N(CCCN(C)C)C(=O)c3ccc(S(=O)(=O)N4CCCc5ccccc54)cc3)nc2c1
  99*	20	54*	31*	51*	-3	22	2	8.5
CCOC(=O)c1cc(-c2ccccc2)sc1NC(=O)c1ccc(OC)cc1
  75*	-2	19	151*	-8	-3	16	2	36
Cc1cc(NC(=O)c2sccc2C)n(-c2cccc(Cl)c2)n1
  22	23	11	3	19	-4	18	0	-3.6
COc1ccccc1NC(=O)COC(=O)c1ccc2ccccc2n1
  -18	25	23	4	2	-2	8	0	0.1
COc1ccc(NC2c3ccccc3C(=O)N2c2cccnc2)cc1Cl (centres undefined)
  -6	20	12	-2	12	-2	7	-3	-0.2
Cc1ccc(C(=O)COC(=O)c2nc3nccc(C)n3n2)c(C)c1
  -6	7	15	-1	3	-3	12	-1	1.1
Cc1ccc(S(=O)(=O)/N=C(/Nc2ccc(O)c(C(=O)O)c2)c2ccccc2)cc1
  0	11	6	-2	4	-4	12	1	-0.9
O=C(c1c(O)c2ccccc2oc1=O)C1CCCCC1
  19	-14	-10	-1	-39	-1	-16	-2	-0.4
CCCc1cc(=O)[nH]c(SCc2cc(Cl)ccc2OC(F)F)n1
  14	25	17	-1	-10	-6	20	-13	-1.6
COc1ccc(C(=O)NNC(=O)c2ccccn2)cc1
  98*	51*	52*	-8	33	-2	-1	-1	-12
CN(C)CCCNC(=O)c1cc(C(=O)c2ccccc2F)c[nH]1
  24	-6	-2	4	7	-3	5	-11	0.3
CCC(C(=O)N1CCCC1)n1nc(C)c2c(C)n(-c3ccccc3)nc2c1=O (centres undefined)
  13	4	-5	-2	-3	-2	11	0	-1.2
O=C(Cn1c(=O)oc2ccccc21)c1ccccc1
  19	15	11	-1	8	-9	9	0	0.2
CC(Sc1nnnn1C)C(=O)Nc1ccccc1-c1ccccc1 (centres undefined)
  5	7	-1	-2	-1	0	7	0	-1.1
COc1cccc(C2c3[nH]c4ccccc4c3C[C@H]3C(=O)N(CCCCCO)CC(=O)N23)c1 (some centres undefined)
  35	7	10	-4	10	-2	11	-4	3.1
Cc1nnc(NC(=O)c2ccc(S(=O)(=O)N3CCc4ccccc4C3)cc2)o1
  24	15	30	1	1	-1	-10	-3	-1.1
O=C1C=CC(=C(c2ccc(O)cc2)c2ccc(O)cc2)C=C1
  91*	-3	-7	-2	-7	-6	16	0	27
COc1ccc(-c2nnc(NC(=O)CS(=O)(=O)c3ccc(F)cc3)o2)cc1
  8	-8	4	-3	1	-3	0	2	1.8
COc1cc(NC(=O)CN2CCN(Cc3ccc4c(c3)OCO4)CC2)cc(OC)c1
  35	-15	-6	1	0	-4	12	2	2.2

# Some of the entries so far, with each value named.
O=C(COC(=O)c1cc([N+](=O)[O-])ccc1N1CCOCC1)Nc1ncc(Cl)cc1Cl
  Mdm2 MdmX PPI = 1	tim23-1 inh = 0	tim10-1 inh = 9	XBP1 UPR activ = -4	TIM10 inh = 6	APJ agonist = 2	NLRP3 yeast inh = 18	NR3A LBD binder = -1	UPR CHOP act = 1.0
Cc1cc(C)c2sc(N(CCCN(C)C)C(=O)c3ccc(S(=O)(=O)N4CCCc5ccccc54)cc3)nc2c1
  Mdm2 MdmX PPI = 99*	tim23-1 inh = 20	tim10-1 inh = 54*	XBP1 UPR activ = 31*	TIM10 inh = 51*	APJ agonist = -3	NLRP3 yeast inh = 22	NR3A LBD binder = 2	UPR CHOP act = 8.5

# Printed as active in Mdm2 MdmX PPI, of those listed so far:
SMILES	Mdm2 MdmX PPI	tim10-1 inh	XBP1 UPR activ	APJ agonist	NLRP3 yeast inh	NR3A LBD binder
Cc1cc(C)c2sc(N(CCCN(C)C)C(=O)c3ccc(S(=O)(=O)N4CCCc5ccccc54)cc3)nc2c1	99*	54*	31*	-3	22	2
CCOC(=O)c1cc(-c2ccccc2)sc1NC(=O)c1ccc(OC)cc1	75*	19	151*	-3	16	2
COc1ccc(C(=O)NNC(=O)c2ccccn2)cc1	98*	52*	-8	-2	-1	-1
O=C1C=CC(=C(c2ccc(O)cc2)c2ccc(O)cc2)C=C1	91*	-7	-2	-6	16	0

# More structures.
# Under each structure – Mdm2 MdmX PPI	tim23-1 inh	tim10-1 inh	XBP1 UPR activ	TIM10 inh	APJ agonist	NLRP3 yeast inh	NR3A LBD binder	UPR CHOP act
Cc1ccccc1-c1nnn(CC(=O)c2ccc(S(=O)(=O)N3CCCC3)cc2)n1
  9	21	29	-1	10	-8	-1	0	-2.5
Cc1cc(-c2c(C(=O)N3CCOCC3)c(C)nn2-c2ccccc2)no1
  13	8	5	1	9	-5	-14	-1	-1.1
O=C(c1n[nH]c(=O)c2ccccc12)N1CCN(C2c3ccccc3-c3ccccc32)CC1
  19	-28	13	-2	18	0	18	1	-0.1
CC(C)Cn1cc(C(=O)NCCCN2CCCC2=O)c2c3ccccc3n(C)c2c1=O
  8	19	8	-3	-18	-4	10	1	-0.5
COC(=O)C(COC(=O)c1c(F)cccc1F)NC(=O)c1c(F)cccc1F (centres undefined)
  -13	15	23	-5	7	-2	3	-1	-1.2
Cc1ccc2c(c1)N(CC(=O)N1CCC(O)CC1)C(=O)CO2
  7	4	7	-8	-2	-4	0	0	0.1
Cc1ccc(CNC(=O)[C@H](C)N2C(=O)N3CCc4c([nH]c5ccccc45)[C@@]3(C)C2=O)cc1
  11	13	4	-3	-1	-3	-1	0	0.1
COc1cc2[nH]c3c(=O)n(CCN4CCCCC4)cnc3c2cc1OC
  22	-2	10	0	-6	1	12	-1	-0.9
COc1ccc([N+](=O)[O-])cc1NC(=S)NC(NC(=O)C(c1ccccc1)c1ccccc1)C(Cl)(Cl)Cl (centres undefined)
  89*	16	12	2	11	1	9	10	15
Cc1ccc(-n2c(Cc3cccn3C)nnc2SCC(=O)Nc2nnc(C)s2)cc1
  17	16	1	0	13	-2	13	3	0.3
CCN(c1cccc(C)c1)S(=O)(=O)c1ccc2c(c1)NC(=O)CCS2
  20	1	6	-4	-21	-6	-7	-2	0.4
COc1cccc(OC)c1C(=O)Nn1c(C2CCC2)nc2ccccc2c1=O
  -17	26	29	-1	20	-4	-12	-1	0.1
CCOc1ccc(NC(=O)Nc2ccon2)cc1
  14	-1	-12	0	7	1	21	5	3.4
FC(F)(F)c1cc(Oc2ccccc2)nc(-c2ccccn2)n1
  28	31	32	1	-2	-1	17	1	-2.5
CCN1C(=O)C(=O)N(CC(=O)c2[nH]c(C)c(C(C)=O)c2C)C1=O
  20	14	-8	0	-4	2	34	-1	3.6
CC(=O)c1sc(N2CCOCC2)nc1-c1ccccc1
  7	0	15	-1	12	-2	-1	0	0.3
CCOc1ccc(C2c3c(oc4ccccc4c3=O)C(=O)N2c2ccc(C)cn2)cc1OC (centres undefined)
  10	11	10	1	-3	-5	21	-2	1.9
Cc1cc(C)n(-c2nc(N(C)C)nc(N3CCOCC3)n2)n1
  21	5	36	-3	-19	1	5	3	-2.0
CCc1ccc(C(=O)c2cc3ccc(O)cc3oc2=O)cc1
  17	4	10	-1	13	-4	26	0	0.7
COc1ccc(N2CCN(C(CNC(C)=O)c3ccco3)CC2)cc1 (centres undefined)
  -6	7	-11	-2	7	-3	7	0	0.3
CN(C(=O)C(Cl)Cl)C1CC2C=CC1C2 (centres undefined)
  16	13	2	0	11	1	13	-1	0.3
COc1ccc(NC(=O)CSc2nnc(-c3ccccn3)n2Cc2ccco2)cc1OC
  17	-5	28	-2	-1	-1	11	-1	-3.5
COc1cc2c(cc1O)C(Cc1ccc(O)cc1)NCC2 (centres undefined)
  -9	-4	-22	1	-9	6	9	2	0.4
CCOc1ccccc1/C=C(\C#N)C(=O)Nc1cccc(C(=O)O)c1
  19	7	-2	-2	9	-1	-2	1	-2.4
O=C(Nc1ccc(NC(=O)c2cc3ccccc3o2)cc1)c1ccc2c(c1)OCCO2
  10	-6	-27	1	-2	-3	-3	21*	-2.3
Nc1nc2ccc(OC(F)(F)F)cc2s1
  5	3	-10	-6	11	4	2	2	4.3
O=C(CCc1nc2ccccc2c(=O)[nH]1)OCC(=O)c1cccc(Cl)c1
  31	16	18	2	4	-5	12	2	0.3
O=C(c1cccc(C(=O)N2CCN(c3ccccc3F)CC2)n1)N1CCN(c2ccccc2F)CC1
  0	13	22	-3	25	-5	-11	-1	-0.2
C=CCN(CC=C)C(=S)NC(=O)c1ccc(-c2ccccc2)cc1
  32	33	32	5	24	-6	36	-5	0.4
CN(CC(=O)NCc1cccnc1)S(=O)(=O)c1cc(Cl)ccc1Cl
  8	24	5	0	-2	16	1	0	-0.2
CCOC(=O)CSc1nnc2c3ccccc3n(C)c2n1
  -12	3	10	2	10	0	5	-4	0.4
O=C(NCc1cccc(Cl)c1)c1ccc(N2CC3CC(C2)c2cccc(=O)n2C3)c(NC(=O)c2cccnc2)c1 (centres undefined)
  24	2	4	-3	21	2	14	-2	-0.8
Cc1cccc(C)c1NC(=O)COC(=O)c1ccccc1[N+](=O)[O-]
  15	10	15	0	-2	-1	10	-1	0.7
Cc1ccccc1N1C(=O)C(Oc2ccc(Cl)cc2)C1CNCCCOC(C)C (centres undefined)
  8	30	29	-2	36	-3	24	0	0.9
CC(C)C[C@@]12C(=O)N(c3cccc(Br)c3)C(=O)N1[C@H](c1ccc(F)cc1)[C@@H]1C(=O)N(C3CCCCC3)C(=O)[C@@H]12
  10	40	36	-1	21	-2	11	1	1.6
Cc1ccc(S(=O)(=O)N2CCC(=O)N(CCOC(=O)NCc3ccccc3)CC2)cc1
  -16	10	11	1	4	5	12	1	1.9
Nc1ccc(C(=O)OCC(=O)NC2CC2)cc1[N+](=O)[O-]
  -30	-1	-17	-1	3	-2	9	1	1.2
CCCSc1nc2cc(C)c(C)cc2n1CC(C)O (centres undefined)
  -17	9	25	0	25	3	-14	0	3.2
CC(=O)Nc1ccc(S(=O)(=O)NC2(C(F)(F)F)C(=O)Nc3c2c(=O)[nH]c(=O)n3Cc2ccccc2)cc1 (centres undefined)
  10	3	4	6	-6	-2	0	-3	1.6
COc1ccc(C2CC(c3ccc(C)cc3)=NN2C(=O)c2ccccc2)cc1 (centres undefined)
  -29	37	30	1	24	-1	7	-2	-0.6
COc1cccc(C(=O)Nc2ccc(S(=O)(=O)NCc3ccco3)cc2)c1
  27	0	6	2	11	-1	12	-2	-0.8
Cc1ccc(NC(=S)NCCSc2ccc(Cl)cc2)cc1
  -15	36	38	1	32	-6	33	18*	1.6
CCCCn1c(N)c(N(CC)C(=O)CSc2nnnn2-c2cc(C)ccc2C)c(=O)[nH]c1=O
  11	11	2	0	-5	-1	7	0	-1.4
CCn1nc(NC(=O)C(C)(C)C)c2cc3cccc(C)c3nc21
  10	34	30	-6	15	-1	24	-1	0.2
